B2AR arrestin – qHTS assay of beta-arrestin-biased ligands of beta2-adrenergic receptor. Beta-2 adrenergic receptor (Homo sapiens), P07550. beta-arrestin recruitment to beta2AR, cell-based reporter. Potency, µM (series often up to 46.1 µM), inactives show top-dose activation, most hits filed as activators. 0.02% of 330,000 active;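 note: potency is the fitted concentration of half-maximal effect; 0% = DMSO controls and full agonism = EC100 isoproterenol or metaproterenol; nearly all actives have a fitted effect of over 65% in size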
Eya2 phos inh – qHTS Assay for Inhibitors of the Phosphatase Activity of Eya2 | Potency, µM (highest dose often 76.9 µM), inactives show at the highest dose activity, negative = inhibition, most hits filed as inhibitors | recombinant Eya2, OMFP fluorescence dephosphorylation (OMFP is methylfluorescein phosphate) | 0.006% of 330,000 active | Protein phosphatase EYA2 (Homo sapiens), O00167; note: potency is the fitted concentration of half-maximal effect; % is set by controls: 0 for no effect and ±100 for the full control effect
Target sequence (O00167 whole entry, looked up): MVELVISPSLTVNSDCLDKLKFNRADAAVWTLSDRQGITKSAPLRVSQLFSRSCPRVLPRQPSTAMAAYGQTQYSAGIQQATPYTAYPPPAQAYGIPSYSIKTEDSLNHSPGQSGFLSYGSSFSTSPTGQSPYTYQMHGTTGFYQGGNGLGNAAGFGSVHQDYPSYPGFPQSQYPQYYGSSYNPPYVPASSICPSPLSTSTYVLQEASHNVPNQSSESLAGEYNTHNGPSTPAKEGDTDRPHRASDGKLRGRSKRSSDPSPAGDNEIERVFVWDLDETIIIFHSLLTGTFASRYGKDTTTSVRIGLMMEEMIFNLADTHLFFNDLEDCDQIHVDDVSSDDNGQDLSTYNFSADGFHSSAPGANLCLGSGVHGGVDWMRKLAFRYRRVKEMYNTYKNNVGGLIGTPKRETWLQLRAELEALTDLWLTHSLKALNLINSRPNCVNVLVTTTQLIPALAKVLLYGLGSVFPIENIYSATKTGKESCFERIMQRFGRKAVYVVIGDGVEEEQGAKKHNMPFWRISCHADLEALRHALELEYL
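Eya2 (0.2 uM) preincubated 10 min at ambient with compound, then OMFP substrate added at 50 uM; 10 min reaction in 50 mM HEPES pH 7.5, 50 mM NaCl, 5 uM MgCl2, 0.05% BSA, 1 mM DTT. Fluorescence read at Ex 485/Em 525 nm.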
USP2a inh – qHTS Assay for Inhibitors of Ubiquitin-specific Protease USP2a Using CHOP2 as the Reporter. Ubiquitin carboxyl-terminal hydrolase 2 (Homo sapiens), O75604. USP2 core, Ub-CHOP2 coupled fluorogenic reporter, 485/531. Potency, µM (highest dose often 38.3 µM), for inactives: at the highest dose activity change, negative = inhibition, actives largely listed as inhibitors. 0.01% of 330,000 active;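 note: potency is the fitted concentration of half-maximal effect; plate controls were DMSO wells for no effect and full inhibition by NEM control for full effect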
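USP2 core (10nM final) preincubated 30min RT with compound in 20mM Tris-HCl pH 8.0, 2mM CaCl2, 2mM beta-mercaptoethanol, 0.05% CHAPS; 25nM Ub-CHOP2 plus 25nM reporter substrate added, fluorescence (Ex485/Em531) read after 60min.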
ELG1 genotoxic – qHTS screen for small molecules that induce genotoxicity in human embryonic kidney (HEK293T) cells expressing luciferase-tagged ELG1; 1.3% of 330,000 active; HEK293T ELG1-luciferase reporter, luminescence, 16 h; Potency, µM (top dose mostly 46 µM), without a hit: top-dose activity change, positive = activation, usual class: activators; note: potency is the fitted concentration of half-maximal effect; % of control where 0% means no effect; nearly all actives have a fitted effect of over 60% in size
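HEK293T cells expressing luciferase-tagged ELG1 were treated with compound or DMSO for 16 hr at 37°C. Luciferase activity was then read after 30 min with ONE-Glo at room temperature; rising signal flags genetic stress.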
TSG101-PTAP inh – qHTS Assay for Iinhibitors of HIV-1 Budding by Blocking the Interaction of PTAP/TSG101; Fluorescence polarization, FITC-PTAP peptide / Tsg101 binding; Potency, µM (highest dose often 115 µM), for the others: top-dose activity change, negative = inhibition, most hits filed as inhibitors; 340,000 tested, under 10 active; active = well fitted inhibition curve with a large enough effect in the main read-out, with a control signal flat, not every such curve was filed as active; inconclusive = small, poorly fitted or top-dose-only effect, or effect the other way, or a change in a side signal; inactive = no such curve, though single readings can be large or run the other way; note: potency is the fitted concentration of half-maximal effect; % of control where 0% means no effect
Target sequence (Q99816 whole entry, looked up): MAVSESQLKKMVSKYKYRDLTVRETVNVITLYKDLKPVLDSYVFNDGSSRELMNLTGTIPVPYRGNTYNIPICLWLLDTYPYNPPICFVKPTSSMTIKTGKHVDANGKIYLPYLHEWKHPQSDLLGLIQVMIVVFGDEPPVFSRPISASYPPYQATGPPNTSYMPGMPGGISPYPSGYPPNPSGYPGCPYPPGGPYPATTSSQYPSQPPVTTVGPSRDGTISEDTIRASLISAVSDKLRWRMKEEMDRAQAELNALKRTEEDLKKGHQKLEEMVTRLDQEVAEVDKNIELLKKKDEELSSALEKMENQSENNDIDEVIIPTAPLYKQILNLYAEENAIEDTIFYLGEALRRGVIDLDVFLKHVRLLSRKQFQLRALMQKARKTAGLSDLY
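Compounds were pin-transferred onto Tsg101 binding domain (10 uM final) in HEPES pH 7.5 buffer, then FITC-PTAP peptide was added at 50 nM final. After 20 min at RT, polarization reported peptide displacement across a qHTS concentration series.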
uPA surface inh – qHTS for Inhibitors of Cell Surface uPA Generation; AID 540303, 2011; Potency, µM (titrated, usually from 38.3 µM), for inactives: at the highest dose activity change, negative = inhibition, usual class: inhibitors; 0.31% of 330,000 active; cell surface uPA generation assay, qHTS; active = well fitted inhibition curve with a large enough effect; inconclusive = small, poorly fitted or top-dose-only effect; inactive = no such curve, though single readings can be large or run the other way; tested in mouse RAW 264.7 cells; note: potency is the fitted concentration of half-maximal effect; % is set by controls: 0 for no effect and ±100 for the full control effect; nearly all actives have a fitted effect of over 55% in size
BRCA1 expr act – qHTS Assay to Identify Small Molecule Activators of BRCA1 Expression. MCF7-BRCA1-FFLuc reporter, luminescence, 48 h; response scale: scaled: vehicle 0%, 10 µM genistein 100%. Potency, µM (series often up to 46.1 µM), for inactives: top-dose activation, most hits filed as activators. 1.1% of 380,000 active. AID 624202, 2012; note: potency is the fitted concentration of half-maximal effect; nearly all actives have a fitted effect of over 80% in size; some results filed as inactive show a strong effect at the top dose
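Compounds are tested at multiple concentrations on MCF7 BRCA1-luciferase reporter cells seeded at 2000 per well; after 48 h, a single luminescence end-point is taken and curves fitted to the normalized data.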
Integrin act MD – qHTS for Activators of Integrin-Mediated Alleviation for Muscular Dystrophy | 0.064% of 350,000 active | Potency, µM (doses to about 38.3 µM), without a hit: at the top dose activation, actives largely listed as activators | AID 624291, 2012 | alpha7betagal myoblasts, beta-gal FDG fluorescence, 48 h;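 note: potency is the fitted concentration of half-maximal effect; 100% = response of the positive control SU9516; nearly all actives have a fitted effect of over 60% in size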
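alpha7betagal+/- myoblasts (passage 13, 250/well) treated 48 h at 37C with compounds at 1:260 dilution of DMSO stock. Lysed, then beta-galactosidase activity read as FDG fluorescence (ex 480/em 540) after 30 min, with pre-read for autofluorescence.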
p53 reactivation – qHTS assay for re-activators of p53 using a Luc reporter. H1299 p53-A138V BP100-luciferase reporter, luminescence, 24 h. Potency, µM (series often up to 92.2 µM), inactives show top-dose activity change, positive = activation, actives largely listed as activators. 0.063% of 320,000 active; note: potency is the fitted concentration of half-maximal effect; % of control where 0% means no effect; nearly all actives have a fitted effect of over 45% in size
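H1299 (p53-null), stable ts p53-A138V + BP100-Luc; 1000 cells/well, Opti-MEM/10% FBS; cpd 4 pt, 1:5; 24 h, 37 deg C, 5% CO2; detection reagent 10 min RT; luminescence.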
ASM inhibitor – Inhibitors of Secretory Acid Sphingomyelinase (S-ASM): qHTS; AID 504937, 2011; 0.006% of 340,000 active; Potency, µM (highest dose often 57.5 µM), for the others: at the top dose activity change, negative = inhibition, most hits filed as inhibitors; Sphingomyelin phosphodiesterase (Homo sapiens), P17405; placental ASM, HMU-PC fluorogenic substrate, 60 min; note: potency is the fitted concentration of half-maximal effect
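Human placenta-derived ASM preincubated with compound 10 min at room temperature, then reacted with 9 uM (final) fluorogenic HMU-PC substrate for 60 min at 37 C. Stop solution raises pH to 10; fluorescence read at Ex 386/Em 447 nm.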
TRPV1 agonist – HTS Assay for Compounds that Act as Agonists of the Vanilloid Receptor 1; Transient receptor potential cation channel subfamily V member 1 (Homo sapiens), Q8NER1; TRPV1-expressing cells, Fluo-8 calcium influx, agonist mode; activation, % at 8.33 µM; 0.19% of 320,000 active; AID 540275, 2011; in the data active = activation above about 80%; inconclusive = between about 30% and that limit; note: 0% is about no effect
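Fluo-8 calcium influx in TRPV1-expressing cells, kinetic read (ex 480/em 520 nm). Compound added and read 3 min for agonist activity, followed by capsaicin at EC20 final and 2 min further read for enhancement.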
* marks the source's active call; other numbers are inactive results; ? = inconclusive; / = no result given; & = joins results of further samples; [ ] = remark or other dose. Unless noted, calls come from the whole dose curve; as a rule, active = well fitted curve in the direction sought with a large enough effect; inconclusive = small, poorly fitted or top-dose-only effect, or another doubt; inactive = no such curve, though single readings can be large; an effect the other way counts as inactive or inconclusive. These rows are one share of the data. The share of hits here may be higher or lower than overall.

molecule | B2AR arrestin | Eya2 phos inh | USP2a inh | ELG1 genotoxic | TSG101-PTAP inh | uPA surface inh | BRCA1 expr act | Integrin act MD | p53 reactivation | ASM inhibitor | TRPV1 agonist
COc1cc2c(c(OC)c1OC)-c1c(cc3c(c1OC)OCO3)[C@@H](OC(C)=O)[C@H](C)[C@H](C)C2 | -0.1% | -4% | 5% | -1% | -6% | -4% | 0% | -13% | -6% | -1% | -2
CCc1cc(=O)oc2c(CNC(Cc3ccccc3)C(=O)O)c(O)ccc12 (stereo unspecified) | 0.4% | -16% | 1% | 0% | -1% | 2% | -4% | -23% | 9% | 473%[activator] | 3
CCN(CC)CCOC(=O)C1(c2ccccc2)CCCC1 | 0.2% | 13% | 3% | -1% | -6% | 6% | -21% | -11% | -1% | -1% | -8
COc1ccc(/C=C/C(=O)Nc2ccccc2C(=O)O)cc1OC | -0.5%&-0.4% | 12%&-4%&3% | 2%&-1% | ? | -1% | ? | 77% | / | 19% | 8% | 2&-4
O=C(CCNNC(=O)c1ccncc1)NCc1ccccc1 | -0.5% | 2%&-2% | -6% | -1% | -1% | -3% | -1% | / | -2% | 3% | 10
CC[N+](C)(CC)CCOC(=O)C(O)(c1ccccc1)C1CCCCC1 (stereo unspecified) | -3.3% | -2% | -2% | 2% | 8% | ? | -4% | / | 4% | 3% | 1
CCCn1cnc2c1c(=O)n(CCCCC(C)=O)c(=O)n2C | / | 3% | / | / | -1% | -13% | 0% | / | / | -5% | /
NC(=O)c1cccc(-c2cc(Nc3ccc(OC(F)(F)F)cc3)ncn2)c1 | -0.9% | -10% | -1% | -2% | / | 27% | -7% | 1% | -1% | ? | ?
CCOc1ccc(NC(=O)Cn2cc(C(=O)c3ccco3)c3ccccc32)cc1 | -0.2% | -13% | -1% | 2% | -6% | / | 5% | -25% | 2% | -1% | 0
CC(COc1ccccc1)NC(C)C(O)c1ccc(O)cc1 (stereo unspecified) | 4.6% | 1% | 2% | 1% | -4% | -7% | -3% | / | -6% | 1% | -2
Cc1nc2ccccn2c(=O)c1CCN1CCC(C(=O)c2ccc(F)cc2)CC1 | 0.2% | 2%&8% | 2% | -3% | -1% | -8% | -15% | / | 0% | 5% | -2
COC(=O)c1ccc(O)cc1 | -0.6% | 9% | 3% | -6% | -3% | 4% | 4% | -1% | 9% | -3% | 0
CC(=O)OCC1=C[C@@H]2OC(=O)C3=CO[C@@H](O[C@@H]4O[C@H](CO)[C@@H](O)[C@H](O)[C@H]4O)[C@H]1[C@@H]32 | 0.3% | -15% | 4% | -2% | -5% | -1% | 9% | 5% | 0% | 9% | -1
C/C=C(/C)C(=O)O[C@@H]1c2c(ccc3ccc(=O)oc23)OC(C)(C)[C@@H]1OC(=O)/C(C)=C\C | -0.4% | -6% | -2% | -2% | -5% | ? | -65% | -37% | -6% | -11% | ?
CC1(C)Cc2c(sc(NC(=S)NC(=O)c3ccccc3)c2C(=O)O)CO1 | 0.1% | -10% | -2% | -1% | -3% | 9% | 9% | 36% | 0% | -4% | -1
CCCNC(C)C(=O)Nc1c(C)csc1C(=O)OC (stereo unspecified) | 6.4% | -29% | 0% | 2% | 0% | -15% | -27% | / | -5% | -1% | 0
Cc1cc(-c2ccccc2)nnc1NCCN1CCOCC1 | -0.1% | -2% | 6% | -1% | 1% | 4% | 14% | / | 2% | 2% | 2
CN1CCN(CCC(=O)N2c3ccccc3Sc3ccc(C(F)(F)F)cc32)CC1 | 0.2% | -7% | 3% | 1% | -7% | -8% | 0% | -23% | 3% | 2% | -1
CN(C)CCOC(C)(c1ccccc1)c1ccccn1 (stereo unspecified) | -0.3%&-0.4% | 5%&2%&3% | 3%&12% | 5% | 1% | 24% | 0% | / | 1% | -2% | 2&-3
CC(=O)NC(Cc1ccccc1)C(=O)O (stereo unspecified) | -0.5% | -12% | 4% | 0% | -2% | 3% | 2% | -13% | 4% | -1% | -1
Cc1c(NC(=O)c2cccnc2)c(=O)n(-c2ccccc2)n1C | 0.4% | -13% | 7% | -3% | 2% | -15% | 43% | -20% | 3% | 6% | 2
CCCCCCO | 0.4% | 1% | -1% | 4% | -2% | 8% | 1% | / | -9% | 1% | 2
CC(=O)Nc1ccc(C(=O)O)cc1 | -0.7% | 0% | 0% | 2% | 0% | -9% | 7% | -13% | 6% | 4% | /
CCOC(=O)c1ccc(N)cc1 | -1.0% | 24% | 1% | ? | -1% | 17% | -12% | / | 10% | 5% | -1

3 compounds drawn at random from those above, as already listed:
molecule | B2AR arrestin | Eya2 phos inh | USP2a inh | ELG1 genotoxic | TSG101-PTAP inh | uPA surface inh | BRCA1 expr act | Integrin act MD | p53 reactivation | ASM inhibitor | TRPV1 agonist
CC(=O)Nc1ccc(C(=O)O)cc1 | -0.7% | 0% | 0% | 2% | 0% | -9% | 7% | -13% | 6% | 4% | /
CN(C)CCOC(C)(c1ccccc1)c1ccccn1 (stereo unspecified) | -0.3%&-0.4% | 5%&2%&3% | 3%&12% | 5% | 1% | 24% | 0% | / | 1% | -2% | 2&-3
CCCCCCO | 0.4% | 1% | -1% | 4% | -2% | 8% | 1% | / | -9% | 1% | 2

The listing continues:
molecule | B2AR arrestin | Eya2 phos inh | USP2a inh | ELG1 genotoxic | TSG101-PTAP inh | uPA surface inh | BRCA1 expr act | Integrin act MD | p53 reactivation | ASM inhibitor | TRPV1 agonist
O=C(CCN1CCC(c2ccccc2)C1)c1ccc2c(c1)OCCO2 (stereo unspecified) | -0.1% | -4% | -6% | 5% | -1% | -30% | -14% | / | -21% | -7% | 3
CCN(CC)CCNC(=O)c1cc(Cl)c(N)cc1OC | -0.2% | 6%&-17% | -1% | 0% | -1% | 3% | 9% | / | -4% | 4% | -2
O=C(NCCc1c[nH]c2ccccc12)c1cccnc1 | -0.2% | 15% | 2% | / | -2% | -1% | 21% | / | / | -3% | -6
CC[n+]1c(C)sc2cc(OC)ccc21 | 0.1% | 8% | -4% | -5% | 0% | -8% | -66%[inhibitor] | -52%[inhibitor] | 8% | 7% | 1
CCC(C)n1ncn(-c2ccc(N3CCN(c4ccc(OCC5COC(Cn6cncn6)(c6ccc(Cl)cc6Cl)O5)cc4)CC3)cc2)c1=O (stereo unspecified) | ? | 3%&-2% | 7%&0% | / | -2% | -15% | 0% | / | / | 0% | -3&1
CN1CCN(C(c2ccccc2)c2ccccc2)CC1 | -0.1% | 16% | 5% | 1% | 0% | -11% | 15% | / | -2% | -5% | 11
CC12CCC(CC1)C(C)(C)O2 | / | / | / | / | -1% | 5% | 13% | 30% | / | 1% | /
Cc1ccc(CN2CCN(Cc3cccc4nccnc34)CC2CCO)cc1 (stereo unspecified) | -0.4% | 8% | 0% | -3% | -5% | -6% | 3% | 5% | -5% | -3% | -1
C[C@]12CCC(=O)C=C1CC[C@@H]1[C@@H]2CC[C@@]2(C)[C@H]1CC[C@]2(O)C(=O)CO | 0.1% | -4%&5% | 3% | -3% | -4% | -10% | -6% | / | -1% | -2% | -4
CC(=O)c1ccc(S(=O)(=O)NC(=O)NC2CCCCC2)cc1 | -0.3% | 9%&2% | 0% | -8% | 1% | 4% | 0% | / | 0% | -10% | -2
COc1ccccc1N1CCN(CCCNc2cc(=O)n(C)c(=O)n2C)CC1 | -0.1% | -1%&-3% | 2% | / | / | / | 0% | -4% | / | / | -2
OCCN1CCN(CCCN2c3ccccc3Sc3ccc(Cl)cc32)CC1 | / | -5%&-7% | -5% | 1% | 0% | 2% | 0% | / | 0% | 4% | 7
